RGS7-Gao reg: human RGS7-Galphao interaction regulation. P09471. Multiplexed bead flow cytometry, RGS7-Galphao binding; actives lie on both sides. binding response (% of control), % at 10 µM. actives 0.35% (n = 220,000); in the data active = binding response below about 49% or above about 150%; inconclusive = no clear call, values can overlap the other calls; inactive = in between;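 also: fluorescent Galphao held in activated GDP-AlF4 state binding bead-coupled RGS7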
Target sequence (P09471 whole entry, looked up): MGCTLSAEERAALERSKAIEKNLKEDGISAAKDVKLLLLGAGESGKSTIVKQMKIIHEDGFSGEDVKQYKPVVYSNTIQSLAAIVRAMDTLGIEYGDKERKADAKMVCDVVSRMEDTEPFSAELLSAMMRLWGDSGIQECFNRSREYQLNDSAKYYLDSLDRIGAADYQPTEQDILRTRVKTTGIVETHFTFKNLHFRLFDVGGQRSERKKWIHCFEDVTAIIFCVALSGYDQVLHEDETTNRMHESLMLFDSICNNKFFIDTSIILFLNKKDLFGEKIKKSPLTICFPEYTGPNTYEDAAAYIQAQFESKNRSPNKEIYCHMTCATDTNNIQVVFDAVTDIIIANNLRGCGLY
Bcl-B Bim block: disrupts Bim peptide binding to human Bcl-B. Q9HD36. bead-based flow cytometry. inhibition, % at 10 µM. actives 0.073% (n = 190,000). AID 951;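 also: 0% = tracer peptide without compound and 100% = reference inhibitor peptide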
Target sequence (Q9HD36 whole entry, looked up): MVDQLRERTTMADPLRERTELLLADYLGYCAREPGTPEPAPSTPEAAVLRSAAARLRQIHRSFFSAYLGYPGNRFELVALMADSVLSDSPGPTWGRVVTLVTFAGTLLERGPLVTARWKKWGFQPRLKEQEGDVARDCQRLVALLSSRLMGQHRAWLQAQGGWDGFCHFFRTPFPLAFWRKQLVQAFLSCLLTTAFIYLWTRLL
Bim-Bcl-2: disrupts Bim peptide binding to human Bcl-2; P10415; Bead-based flow cytometry, Bim peptide-Bcl-2 binding; inhibition, % at 10 µM; actives 0.06% (n = 190,000); AID 950; in the data active = inhibition above about 40%; inconclusive = no clear call, values can overlap the other calls;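 also: 0% = no compound wells with probe peptide and 100% = reference peptide inhibitor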
RGS4-Gao reg: modulates binding of RGS4 to human Galphao; Multiplexed bead flow cytometry; actives lie on both sides; binding response (% of control), % at 10 µM; actives 0.33% (n = 220,000); in the data active = binding response below about 49% or above about 150%; inactive = in between;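 also: fluorescent Galphao activated with aluminum fluoride binding bead-coupled RGS4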
Mcl1 Bid PPI: disrupts binding of human Mcl-1 to Bid peptide | actives 0.97% (n = 220,000) | inhibition, % at 21.7 µM | Q07820 | TR-FRET Mcl-1/Bid-Dy647 peptide binding, 1536-well | AID 1021;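 active = compounds that cut the binding signal by more than half at the single screening dose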;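 also: His-tagged Mcl-1 with europium anti-His antibody binding Bid BH3 peptide; 0% = Mcl-1 plus peptide wells and 100% = peptide-only wells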
RGS8-Gao: modulates binding of RGS8 to human Galphao | actives 0.34% (n = 220,000) | response (percent of control binding), % at 10 µM | multiplexed bead flow cytometry; actives lie on both sides | P09471; in the data active = response below about 60% or above about 140%; inactive = in between;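 also: Galphao activated as the GDP aluminium fluoride complex binding bead-coupled RGS8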
Bcl-W Bim block: inhibitors of Bim-Bcl-W interaction, human. Q92843. inhibition, % at 10 µM. actives 0.02% (n = 190,000). bead-based flow cytometry, Bim peptide-Bcl-W binding;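 also: 0% = bound tracer without compound and 100% = peptide blocker; higher means less fluorescent Bim peptide bound to Bcl-W beads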
Target sequence (Q92843 whole entry, looked up): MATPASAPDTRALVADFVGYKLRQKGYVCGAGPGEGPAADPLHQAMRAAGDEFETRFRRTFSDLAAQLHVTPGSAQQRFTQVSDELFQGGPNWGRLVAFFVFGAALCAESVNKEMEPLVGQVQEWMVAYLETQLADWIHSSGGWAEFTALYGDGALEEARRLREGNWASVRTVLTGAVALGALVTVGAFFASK
Bcl-XL Bim block: disrupts Bim peptide binding to human Bcl-XL. Q07817. inhibition, % at 10 µM. bead flow cytometry, fluorescence. actives 0.04% (n = 190,000). AID 1007
Mcl1-Noxa inh: Mcl-1/Noxa interaction inhibition. actives 1.5% (n = 220,000). TR-FRET Mcl-1/Noxa peptide binding, 2 h. inhibition, % at 21.7 µM. Q07820;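 active = compounds that cut the protein-peptide binding signal by more than 50% relative to plate controls in a single-dose test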;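 also: His-tagged Mcl-1 with rhodamine Noxa BH3 peptide and terbium anti-His antibody; 0% = Mcl-1 plus Noxa peptide wells and 100% = peptide-only wells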
Bim-Mcl-1: inhibitors of Bim-Mcl-1 interaction, human | Q07820 | Bead-based flow cytometry, Bim peptide-Mcl-1 binding | inhibition, % at 10 µM | actives 0.1% (n = 190,000) | AID 1009;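 also: 0% = no compound tracer wells and 100% = peptide blocker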
Bim-Bfl-1: disrupts Bim binding to human Bfl-1 | Q16548 | Bead-based flow cytometry, Bim-Bfl-1 binding inhibition | inhibition, % at 10 µM | actives 0.12% (n = 190,000) | AID 1008;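 also: 0% = wells without compound plus tracer and 100% = blocker peptide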
Active calls of the source: *; u = inconclusive; x = not tested or not shown. Rule as the data show it, unless noted: active = inhibition above about 40%.

Mcl1 Bid PPI,RGS8-Gao,Bim-Bfl-1,RGS4-Gao reg,Bcl-B Bim block,Bcl-W Bim block,Bim-Bcl-2,Mcl1-Noxa inh,RGS7-Gao reg,Bim-Mcl-1,Bcl-XL Bim block,compound
-16,101,-12,101,-10,-2,-6,18,97,-5,-8,COc1ccc(OC)c(N=c2oc3cc(O)ccc3cc2C(N)=O)c1
-1,98,-6,97,-4,-3,-3,6,88,-3,-5,COc1ccc(NC(=O)CS(=O)CC(=O)NCC2OCCc3ccccc32)cc1 (configuration not stated)
-25,103,0,106,-7,1,-1,14,103,-4,-4,O=C(OCc1nc2ccccc2[n+]([O-])c1C(=O)c1ccccc1)c1cccs1
-11,103,x,100,x,x,x,11,u,x,x,O=Cc1cn(CC(=O)N2CCCCCC2)c2ccccc12
-20,99,-8,99,-10,-3,-7,15,101,-2,-12,Cc1cnn(C(=S)NCc2ccco2)c1
-17,113,5,117,0,7,0,-21,115,-1,4,C[C@H](NC(N)=O)C(=O)OCC(=O)NCc1cccs1
-65,109,-7,108,-1,4,-1,-60,102,4,2,CC(=O)c1c(O)cc(C)n(Nc2nc(C)cc(C)n2)c1=O
11,98,0,99,0,-1,0,16,101,0,0,O=C(CCc1ccccc1O)N/N=C/c1ccc(Sc2cccc3cccnc23)o1
-123,102,x,103,x,x,x,-19,u,x,x,CNC(=S)N/N=C/c1ccccc1OCC(=O)O
-45,103,-16,103,-10,-4,-15,0,103,-4,-11,CCCN(C(=S)Nc1ccccc1)C1CCS(=O)(=O)C1 (configuration not stated)
12,97,-5,96,-10,-6,-8,11,96,-3,-8,COc1ccc(/C=N/NC(=O)C[n+]2ccccc2)c(OC)c1OC
21,100,-3,101,-6,-5,-4,27,100,-6,-5,O=S(=O)(Nn1cnnc1)c1ccccc1
-15,91,0,98,-1,-2,2,23,95,-4,-3,Cc1ccc2c(c1)c(N=NC(N)=S)c(O)n2Cc1ccccc1
-16,104,-7,98,2,8,-7,12,102,2,5,CCC(C)NC(=O)CSc1nc2n[nH]c(C)c2c(=N)n1-c1ccc(OC)cc1 (configuration not stated)
-20,101,-8,99,-2,0,0,-7,105,-1,-3,O=C(Cn1cc2c(n1)CCCC2)Nc1ccccc1Cl
7,103,-16,99,-7,-1,-9,19,97,-3,-10,CCc1ccccc1SCc1noc(C(=O)NCC2CCCO2)c1C(=O)O (configuration not stated)
-130,96,0,92,-1,0,0,86*,89,1,-2,CCOC(=O)c1sc2nc3c(SCC(=O)O)cc(C(=O)c4cc(F)ccc4O)cn3c(=O)c2c1C
-8,97,-13,95,-7,2,-7,-1,91,-3,-15,COc1cc(C(=O)NCCC(=O)NCCN2CCCCCC2)cc(OC)c1OC
-15,102,-7,103,-5,-2,-4,9,100,-4,-3,O=C(NNC(=O)c1cccs1)c1ccc(Cl)c(Cl)c1
-14,103,-14,103,-11,-6,-13,0,104,-7,-13,COc1ccc(OCc2nc(C#N)c(N3CCN(c4ccc(OC)cc4)CC3)o2)cc1
-3,99,1,105,2,1,0,12,102,0,2,C/C(=N/NC(=O)CNC(=O)C1COc2ccccc2O1)c1ccc2c(c1)OCCO2 (configuration not stated)
4,103,-2,101,-3,-1,0,6,102,-2,-6,O=C(NCc1ccccc1Cl)c1ccc(-c2ccccc2)cc1
-63,101,-4,99,-4,-2,-5,15,101,-1,-2,CSc1nc(C)c2c(n1)N(c1ccc(O)cc1)CC2
-4,94,-1,91,-7,-4,-1,16,93,-6,-5,CC(C)(C)C1CCC(=NNC(=O)c2ccc(Br)o2)CC1 (configuration not stated)
-21,83,-2,91,-3,-1,-3,-9,91,-1,-2,CC(C)Nc1nnc(SCC(=O)c2c(N)n(Cc3ccccc3)c(=O)n(C)c2=O)s1
-3,99,2,101,-4,2,0,1,100,0,-1,O=C1CN(Cc2ccccc2)C(=NCc2ccco2)S1
20,100,-12,103,-2,0,-2,-12,104,3,-8,N#Cc1c(SCC(=O)O)nc(N2CCCCC2)c2c1CCCC2
-14,93,x,94,x,x,x,-13,u,x,x,CC(C)C12CN(C(=O)c3ccccc3[N+](=O)[O-])CC(C(C)C)(CN(C(=O)c3ccccc3[N+](=O)[O-])C1)C2=O
-89,99,-6,98,-28,-3,-6,24,99,2,-7,O=S(=O)(c1cccc(NC(=S)N2CCN(c3cccc(Cl)c3)CC2)c1)C(F)F
2,108,0,100,-1,3,0,14,102,3,0,N/C(=N\c1nc(CSc2nnnn2-c2ccccc2)cc(=O)[nH]1)Nc1ccccc1
-42,91,-2,86,0,-3,-2,-9,87,-1,-3,CCOC(=O)C1[C@H]2C(=O)N(C(C)c3ccc(OC)cc3)C[C@]23C=C[C@H]1O3 (some centres not stated)
-7,99,0,99,0,0,0,-2,106,-2,2,O=C(CSc1nnc(C2CCCCC2)n1Cc1ccccc1)NCc1ccco1
-5,100,x,102,x,x,x,-12,u,x,x,CCSc1nnc(NC(=O)Cn2cnc3ccccc3c2=O)s1
-10,98,-2,95,-9,-2,-2,-4,93,-6,-6,Cc1cc(C)n(/N=C/c2cccs2)c(=O)c1C#N
-40,98,-3,98,-2,-3,-1,12,u,0,0,CCc1ccc(Oc2nnnn2-c2ccc(C(N)=O)cc2)cc1
12,85,1,83,0,0,2,14,89,0,2,O=C(CN1CCOCC1)N1CCc2ccccc2C(c2ccccc2)C1 (configuration not stated)
-40,100,0,109,-1,0,1,3,104,-2,0,Cc1nc(CC(=O)Nc2nc(-c3ccccc3)cs2)cs1
-26,97,-15,96,-7,-3,-6,0,94,-1,-7,O=C(CSc1nnc(CNc2ccc(F)cc2)o1)N1CCN(C(=O)c2ccco2)CC1
1,111,0,105,-4,-4,3,13,101,-2,-2,CCCc1cc(=O)[nH]c(SCC(=O)c2[nH]c(C)c(C(=O)OCC)c2C)n1
-37,99,1,96,-3,-3,2,24,96,-2,-1,COCc1cc(C)c2c(N)c(C#N)sc2n1
-6,94,2,98,2,5,4,13,98,0,1,CCOC(=O)N(NC(=O)C(O)(CC(C)C)CC(C)C)c1ccccc1
3,104,-2,104,-3,-4,-4,5,103,-2,-2,O=C(NCc1ccc(N2CCCC2=O)cc1)Nc1cccc2ccccc12
-25,105,x,106,x,x,x,-15,u,x,x,CCOC(=O)c1ccc(NC(=O)c2nc[nH]c2C(=O)N2CCC(C)CC2)cc1
-22,99,-6,101,0,-2,-2,7,97,-2,1,CC(=O)N1CCc2cc(Br)cc(S(=O)(=O)N3CCN(C(=O)c4ccco4)CC3)c21
-34,93,-5,91,-3,-2,-3,0,89,0,-2,CCOC(=O)C1(Cc2cccc(OC)c2)CCN(Cc2cnc(C)s2)CC1
4,102,-9,106,-9,-3,-5,-8,108,-5,-5,Cc1ccc(Sc2c(C)nn(C(=O)C3CC3)c2C)cc1
5,98,x,104,x,x,x,1,u,x,x,Cn1c(SCC(=O)c2ccccc2)nnc1C1COc2ccccc2O1 (configuration not stated)
7,108,x,107,x,6,x,-7,106,25,1,CCOC(=O)N1CCN(S(=O)(=O)c2ccc(OC)c(OC)c2)CC1

10 of these compounds in a different format:
Values run as follows: Mcl1 Bid PPI | RGS8-Gao | Bim-Bfl-1 | RGS4-Gao reg | Bcl-B Bim block | Bcl-W Bim block | Bim-Bcl-2 | Mcl1-Noxa inh | RGS7-Gao reg | Bim-Mcl-1 | Bcl-XL Bim block
- O=C(CN1CCOCC1)N1CCc2ccccc2C(c2ccccc2)C1 (configuration not stated)
 : 12 | 85 | 1 | 83 | 0 | 0 | 2 | 14 | 89 | 0 | 2
- Cc1nc(CC(=O)Nc2nc(-c3ccccc3)cs2)cs1
 : -40 | 100 | 0 | 109 | -1 | 0 | 1 | 3 | 104 | -2 | 0
- O=C(CSc1nnc(CNc2ccc(F)cc2)o1)N1CCN(C(=O)c2ccco2)CC1
 : -26 | 97 | -15 | 96 | -7 | -3 | -6 | 0 | 94 | -1 | -7
- CCCc1cc(=O)[nH]c(SCC(=O)c2[nH]c(C)c(C(=O)OCC)c2C)n1
 : 1 | 111 | 0 | 105 | -4 | -4 | 3 | 13 | 101 | -2 | -2
- COCc1cc(C)c2c(N)c(C#N)sc2n1
 : -37 | 99 | 1 | 96 | -3 | -3 | 2 | 24 | 96 | -2 | -1
- CCOC(=O)N(NC(=O)C(O)(CC(C)C)CC(C)C)c1ccccc1
 : -6 | 94 | 2 | 98 | 2 | 5 | 4 | 13 | 98 | 0 | 1
- O=C(NCc1ccc(N2CCCC2=O)cc1)Nc1cccc2ccccc12
 : 3 | 104 | -2 | 104 | -3 | -4 | -4 | 5 | 103 | -2 | -2
- CCOC(=O)c1ccc(NC(=O)c2nc[nH]c2C(=O)N2CCC(C)CC2)cc1
 : -25 | 105 | x | 106 | x | x | x | -15 | u | x | x
- CC(=O)N1CCc2cc(Br)cc(S(=O)(=O)N3CCN(C(=O)c4ccco4)CC3)c21
 : -22 | 99 | -6 | 101 | 0 | -2 | -2 | 7 | 97 | -2 | 1
- CCOC(=O)C1(Cc2cccc(OC)c2)CCN(Cc2cnc(C)s2)CC1
 : -34 | 93 | -5 | 91 | -3 | -2 | -3 | 0 | 89 | 0 | -2

Screening data: PubChem, several laboratories

Compounds as they come, and some 2.7% of all compounds hit somewhere here.
